From PubChem
MITF primary – blocks human microphthalmia-associated transcription factor; O75030; inhibition, % at 2.6 µM; AlphaScreen MITF homodimerization, bead proximity signal; 650,000 compounds, 0.91% hits; in the data active = inhibition above about 50%;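 also: 0% = vehicle wells with protein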
Target sequence (O75030 whole entry, looked up): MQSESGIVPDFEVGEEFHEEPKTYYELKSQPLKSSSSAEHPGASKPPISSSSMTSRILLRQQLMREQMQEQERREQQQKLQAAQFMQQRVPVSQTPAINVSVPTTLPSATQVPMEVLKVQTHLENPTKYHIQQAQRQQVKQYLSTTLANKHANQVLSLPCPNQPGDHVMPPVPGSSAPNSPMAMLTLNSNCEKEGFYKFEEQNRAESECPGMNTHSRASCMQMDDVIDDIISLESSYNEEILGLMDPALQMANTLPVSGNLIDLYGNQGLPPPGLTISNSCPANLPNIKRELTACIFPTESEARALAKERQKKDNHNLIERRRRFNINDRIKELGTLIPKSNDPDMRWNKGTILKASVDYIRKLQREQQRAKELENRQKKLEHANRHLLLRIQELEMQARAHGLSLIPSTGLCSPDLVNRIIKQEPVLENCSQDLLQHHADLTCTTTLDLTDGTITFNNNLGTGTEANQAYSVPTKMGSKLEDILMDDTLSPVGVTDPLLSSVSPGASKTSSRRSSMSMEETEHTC
TEAD-YAP inh – TEAD-YAP interaction inhibition | HEK-TIYL cells, TEAD-Gal4/YAP UAS-luciferase luminescence | inhibition, % at 9.12 µM | 640,000 compounds, 1.4% hits; in the data active = inhibition above about 32%;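 also: 0% = median of test compound wells and 100% = reference inhibitor wells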
GPR151 ag – human GPR151 activation; Q8TDV0; PathHunter beta-arrestin GPR151 cells, luminescence; activation, % at 11.2 µM; 650,000 compounds, 1% hits; in the data active = activation above about 4.9%;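 also: 0% = median of compound wells and 100% = cells with positive control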
Target sequence (Q8TDV0 whole entry, looked up): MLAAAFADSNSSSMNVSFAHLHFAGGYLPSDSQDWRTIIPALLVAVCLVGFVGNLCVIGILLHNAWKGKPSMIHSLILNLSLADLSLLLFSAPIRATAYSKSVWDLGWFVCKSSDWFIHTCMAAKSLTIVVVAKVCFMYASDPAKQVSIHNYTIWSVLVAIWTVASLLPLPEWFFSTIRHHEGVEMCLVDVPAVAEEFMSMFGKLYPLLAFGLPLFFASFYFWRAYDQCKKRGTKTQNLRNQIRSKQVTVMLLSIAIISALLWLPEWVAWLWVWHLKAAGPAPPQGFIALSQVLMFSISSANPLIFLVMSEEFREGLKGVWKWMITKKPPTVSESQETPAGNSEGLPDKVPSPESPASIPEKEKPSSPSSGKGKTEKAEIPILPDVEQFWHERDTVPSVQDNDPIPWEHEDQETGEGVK
FBW7 activator – human FBW7 E3 ligase activation, primary screen; AlphaScreen FBW7–phospho-cyclin E peptide binding, activator screen; Q969H0; normalized activity (activation), % at 26.1 µM; 650,000 compounds, 0.13% hits; in the data active = normalized activity above about 1.9%;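 also: purified mutant Fbw7 with reduced substrate affinity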
The depositor's hits bear a star.

SMILES | MITF primary | TEAD-YAP inh | GPR151 ag | FBW7 activator
CN(C)c1ncc(CN2CCC(CO)(CCc3ccccc3)CC2)s1 | 5.0 | 4.1 | 1.1 | 0.1
CCOc1ccc(NC(=O)c2sc3ncn(Cc4ccccc4F)c(=O)c3c2C)cc1 | 8.1 | 7.4 | 0.2 | 0.1
CCN(CC)c1ccc(/C=N/NC(=O)c2c(-c3ccccc3)noc2C)c(O)c1 | -39.5 | 9.8 | -1.0 | -0.1
Cc1cc(SCc2ccc(F)cc2)nc(=O)[nH]1 | -4.5 | -5.6 | 0.0 | 0.3
O=[N+]([O-])c1c(NCCCO)cc(Nc2ccc(F)cc2)c2nonc12 | 22.0 | -3.6 | -0.9 | 0.4
Oc1oc(-c2ccccc2)nc1C=Nc1ccc(Cl)cc1 | -4.2 | 5.3 | 0.8 | -0.2
CCC1(CCC(=O)N2CCN(c3cc(C)cc(C)c3)C(=O)C2)CCC(=O)N1 (centres undefined) | 7.0 | -18.7 | 0.9 | -0.5
Cc1c(-c2ccccc2)[n+](=O)c(-c2ccc(Cl)cc2)c(C)n1[O-] | 14.6 | -2.2 | 0.1 | 0.1
COc1ccc2c(c1)c1c(c3ccccc3n1OS(=O)(=O)c1ccc(C)cc1)n2C | 14.2 | 5.0 | 0.3 | 0.3
O=C(CSc1cn(CC(=O)N2CCCCC2)c2ccccc12)Nc1cccc(F)c1 | -3.5 | 0.7 | -0.4 | 0.2
CC1CCCN(c2nc3c(c(=O)[nH]2)CN(CC2=Cc4ccccc4OC2)CC3)C1 (centres undefined) | 7.8 | -5.5 | -1.2 | 0.3
Cc1ccc(NC(=O)CCc2nc(-c3ccccc3F)no2)cc1C | 3.0 | -27.9 | 0.0 | 0.2
CCOC(=O)N1CCN(C(=O)CS(=O)Cc2nc(-c3ccccc3C)oc2C)CC1 (centres undefined) | 3.0 | -6.7 | -0.7 | -0.1
COc1ccccc1NC(=O)CN1CCN(S(=O)(=O)c2cc(Cl)ccc2OC)CC1 | 5.2 | -12.9 | -1.2 | 0.3
CC(=O)Oc1ccc(/C=C/c2nc(-c3ccccc3O)n[nH]2)cc1 | -4.7 | -63.1 | -0.2 | -0.1
COc1cc(C(=O)NCCc2ccccc2)cc(OC)c1OC | 2.6 | -5.7 | 2.2 | 0.0
CCC1CN(CCC(=O)NC2CCOC2)Cc2ccc(Cl)cc2O1 (centres undefined) | 8.9 | 5.5 | -0.6 | 0.2
Cc1ccc(CN2CCc3nnc(C(NC(=O)c4ccoc4)C(C)C)n3CC2)c(C)c1 (centres undefined) | 10.6 | -7.8 | 0.4 | -0.1
COc1ccc(OC)c(/C=N/NC(=O)c2nnn(-c3nonc3N)c2CN(C)C)c1 | 18.6 | 7.5 | 1.3 | 0.2
CS(=O)(=O)c1cnc2ncnn2c1C1CCCN(C(=O)c2csc3c2CCCC3)C1 (centres undefined) | 6.4 | -2.0 | -0.8 | 0.2

Quoted from the listing for reference:
SMILES | MITF primary | TEAD-YAP inh | GPR151 ag | FBW7 activator
CCC1CN(CCC(=O)NC2CCOC2)Cc2ccc(Cl)cc2O1 (centres undefined) | 8.9 | 5.5 | -0.6 | 0.2
Cc1ccc(CN2CCc3nnc(C(NC(=O)c4ccoc4)C(C)C)n3CC2)c(C)c1 (centres undefined) | 10.6 | -7.8 | 0.4 | -0.1
COc1ccc(OC)c(/C=N/NC(=O)c2nnn(-c3nonc3N)c2CN(C)C)c1 | 18.6 | 7.5 | 1.3 | 0.2
CS(=O)(=O)c1cnc2ncnn2c1C1CCCN(C(=O)c2csc3c2CCCC3)C1 (centres undefined) | 6.4 | -2.0 | -0.8 | 0.2

The listing picks up with the three entries that preceded the break.
SMILES | MITF primary | TEAD-YAP inh | GPR151 ag | FBW7 activator
Cc1ccc(CN2CCc3nnc(C(NC(=O)c4ccoc4)C(C)C)n3CC2)c(C)c1 (centres undefined) | 10.6 | -7.8 | 0.4 | -0.1
COc1ccc(OC)c(/C=N/NC(=O)c2nnn(-c3nonc3N)c2CN(C)C)c1 | 18.6 | 7.5 | 1.3 | 0.2
CS(=O)(=O)c1cnc2ncnn2c1C1CCCN(C(=O)c2csc3c2CCCC3)C1 (centres undefined) | 6.4 | -2.0 | -0.8 | 0.2
CCc1ccc(CN(C)C(=O)Cn2nnnc2CN(C)C(C)C)nc1 | 14.4 | -0.9 | 2.4 | -0.1
Cc1ccc(S(=O)(=O)N=C2C=CC(=O)C=C2)cc1 | 21.1 | 2.5 | 0.1 | 0.5
CC(C)[C@H](NC(=O)OCc1ccccc1)C(=O)OCC(=O)c1ccccc1 | -8.4 | -26.9 | -1.1 | -0.1
Cc1ccccc1NCN1C(=O)CCC1=O | 9.6 | -1.4 | -1.0 | 0.2
CCCOC(=O)C1C2C=CC3(CN(C(C)c4ccc(Br)cc4)C(=O)C13)O2 (centres undefined) | 3.9 | 2.6 | 0.9 | -0.1
CCN(CC)C(=O)c1ccc(C(=O)c2ccccc2)cc1 | 0.2 | -19.8 | -0.5 | -0.1
COc1ccc2cc(-c3ccccc3)c(=O)oc2c1 | -2.1 | 9.6 | -5.9 | 0.1
COc1ccc(C2(O)CN(c3ccccc3)C3=[N+]2CCCC3)c(F)c1 (centres undefined) | 7.3 | 14.7 | 0.3 | 0.5
Cc1nnn(C23CC4CC(CC(C(=O)N5CCN(c6ccccn6)CC5)(C4)C2)C3)n1 | 15.9 | 18.3 | -0.6 | 0.7
CCSCCOC(=O)C1=C(C)NC2=C(C(=O)CC(c3ccc(OC)cc3)C2)C1c1ccc(O)c(OC)c1 (centres undefined) | -2.6 | 7.5 | 2.6 | -0.1
COc1cccc(Nc2nc(N3CCN(c4cccc(Cl)c4)CC3)nc3c2cnn3C)c1 | 9.7 | 0.6 | 1.1 | -0.1
CCN(CC)C(=O)C1CCCN(c2nc(Nc3ccccc3)c3ncn(Cc4ccc(C(F)(F)F)cc4)c3n2)C1 (centres undefined) | 13.6 | -5.8 | 0.7 | 0.1
Cc1[nH]c2cc([N+](=O)[O-])ccc2c1C=O | -15.1 | 3.4 | 1.4 | -0.4
Cc1cc(NC(=O)c2cc(Cl)ccc2Cl)n(-c2nc3ccccc3s2)n1 | 7.0 | 15.5 | -0.5 | 0.6
Cc1ccccc1-n1c(=S)sc2c1nc(SCC(=O)C(C)(C)C)n1c3ccccc3nc21 | 18.3 | 8.5 | 0.5 | 0.1
N#Cc1ccc(OCC(=O)N2CCCC2=O)cc1 | 12.4 | -4.1 | -0.6 | 0.2
CCOc1ccc(-c2nnn(CC(=O)Nc3ccc4c(c3)OCO4)n2)cc1OCC | 0.1 | -1.1 | -0.6 | -0.1
COc1ccc(CNC(=O)c2cc([N+](=O)[O-])cc([N+](=O)[O-])c2C)cc1OC | -0.8 | -0.5 | 1.0 | -0.1
O=C(Nc1nnc(S(=O)(=O)Nc2ccccc2)s1)C1CCCCC1 | 4.0 | 3.9 | 2.2 | -0.2
CCCCN1C(=O)CC(Sc2ccccc2C(=O)O)C1=O (centres undefined) | -13.0 | -1.9 | 0.7 | -0.1
CCCn1c(SCC(=O)NC(C)(C)C)nnc1-c1ccco1 | 45.7 | 4.0 | -0.1 | 0.1
O=C(NCc1nc2ccccc2[nH]1)c1ccnc(Nc2ncccn2)c1 | 25.5 | -10.6 | -2.2 | 0.7
CCCc1cc(=O)oc2cc(C)cc(OCC(=O)OCC)c12 | 7.7 | 11.5 | -1.0 | 0.1
CC(=O)Nc1cccc(NC(=O)CCc2ccccc2)c1 | 2.0 | -19.3 | 0.1 | 0.0
CCOC(=O)C1(Cc2ccc(Cl)cc2)CCN(C(=O)CCNC(C)=O)CC1 | -46.9 | -9.6 | 1.3 | 0.2
C=CCNC(=O)C(=O)NCCOc1ccccc1Cl | -2.1 | 20.0 | 1.3 | -0.1
CC(NC(=O)NCCCC(=O)O)(C(F)(F)F)C(F)(F)F | 9.1 | 3.8 | 4.7 | 0.1
CC(=O)c1ccccc1OCCCCN1CCOCC1 | 39.6 | -6.8 | 1.0 | -0.3
CC(=O)c1c(C)oc2c1cc(NS(=O)(=O)c1ccc(C(=O)O)cc1)c1ccccc12 | 8.4 | 5.9 | 2.9 | 0.0
Cc1ccccc1OCC(=O)N/N=C/c1cc(O)ccc1O | 25.5 | -16.9 | -0.4 | -0.3
O=C(CSc1nc2ccccc2c(=O)n1CC1CCC(C(=O)NCc2ccco2)CC1)NCc1ccccc1 (centres undefined) | -6.5 | 2.0 | 1.5 | -0.1
C=CCn1c(SCc2ccc(C(=O)NCCO)cc2)nc2sc3c(c2c1=O)CCCC3 | 1.7 | -7.2 | -0.1 | -0.2
C[C@@H](Cn1nnc2ccccc21)NC(=O)c1ccncc1 | -8.2 | -4.4 | -0.5 | 0.1
CCOC(=O)c1c(NC(=O)CSc2nnc(CNC(=O)COc3ccccc3)n2-c2cccc(C)c2)sc2c1CCC2 | 3.3 | -9.1 | -1.0 | -0.1
COC(=O)c1ccc(NC(=O)c2ccc3c(c2)C(=O)N(c2ccc([N+](=O)[O-])cc2)C3=O)cc1 | 6.6 | 3.6 | -0.7 | -0.1
Cc1cccc(Nc2c3c(nc4nncn24)CCC3)c1 | 2.4 | -20.0 | 1.3 | -0.1
COc1cccc(C2C(C#N)=C(N)Oc3c2oc(CO)cc3=O)c1OC (centres undefined) | -1.1 | 3.0 | 1.5 | 0.0
Cn1cccc1CC(=O)N/N=C\c1cccc(Br)c1 | 4.0 | -0.4 | 0.2 | 0.0
CC(=O)Nc1ccccc1NC(=O)c1ccc(Cl)c(Cl)c1 | -1.8 | 1.1 | 1.4 | 0.4
CN(C)C(=O)N1CCN(c2cccc(Cl)c2)CC1 | -11.9 | 0.7 | 0.2 | 0.0

Complete entries, looked up by structure. Values in the order: MITF primary | TEAD-YAP inh | GPR151 ag | FBW7 activator
CCCCN1C(=O)CC(Sc2ccccc2C(=O)O)C1=O (centres undefined) in the list: -13.0 | -1.9 | 0.7 | -0.1
Cc1cccc(Nc2c3c(nc4nncn24)CCC3)c1 in the list: 2.4 | -20.0 | 1.3 | -0.1
Cc1ccc(S(=O)(=O)N=C2C=CC(=O)C=C2)cc1 in the list: 21.1 | 2.5 | 0.1 | 0.5
CCOC(=O)N1CCN(C(=O)CS(=O)Cc2nc(-c3ccccc3C)oc2C)CC1 (centres undefined) in the list: 3.0 | -6.7 | -0.7 | -0.1

(more compounds)
SMILES | MITF primary | TEAD-YAP inh | GPR151 ag | FBW7 activator
CCNC(=O)N1CCc2cccc(S(=O)(=O)N(C)C)c21 | -6.5 | 4.2 | -0.4 | -0.2
CC(=O)C(C)n1c(N2CCN(C)CC2)nc2c1c(=O)[nH]c(=O)n2C (centres undefined) | 6.1 | -6.8 | -0.3 | 0.0
OC(c1ccccc1)c1nccc2ccccc12 (centres undefined) | -7.1 | -6.3 | -0.7 | -0.4
Brc1c(OCCN2CCOCC2)ccc2ccccc12 | 43.2 | -58.9 | -0.1 | 0.0
O=C(NCCC1=CCCCC1)c1cc2c(=O)n3ccccc3nc2s1 | 10.8 | -9.2 | 2.3 | 0.1
N#CCCn1c(C(C#N)(CCC#N)CCC#N)nc2ccccc21 | -2.7 | -0.8 | -1.7 | 0.4
COCCNC(=O)c1c(-c2ccccc2)noc1C | 1.6 | -2.2 | -0.1 | 0.0
COc1ccc(-c2nc3ncnc(NCc4ccccc4)c3[nH]2)cc1 | -1.1 | 16.3 | -1.1 | -0.1
CN(Cc1ccccc1)S(=O)(=O)c1ccc(N2CCOCC2)c(C(=O)NC2CCN(Cc3ccccc3)CC2)c1 | 0.1 | 5.4 | 2.4 | 0.0
CCOC(=O)COc1ccc(/C=C(/C#N)c2nc3ccc(OC)cc3[nH]2)cc1OCC | 15.7 | -0.2 | -1.1 | 0.2
COc1ccc(/C=C/c2nc(O)c([N+](=O)[O-])c(=O)[nH]2)cc1Br | 0.3 | 4.6 | 0.7 | 0.1
Cn1c(=O)c2cc(S(=O)(=O)NCCC(=O)NC3CCCCC3)ccc2n(C)c1=O | 6.9 | 2.7 | 1.2 | -0.1
Cc1ccc2c(c1)N(Cc1ccccc1C#N)C(=O)C(C)O2 (centres undefined) | -4.9 | -6.5 | -0.2 | 0.0
CCOc1ccc(N(C(C)C(=O)Nc2ccccc2)S(C)(=O)=O)cc1 (centres undefined) | 5.2 | 0.0 | -1.2 | 0.3
CC1=CCC2C(=O)N(c3cccc(OCC(=O)c4ccccc4)c3)C(=O)C2C1 (centres undefined) | -8.6 | -13.8 | -1.7 | -0.1
O=C(COc1ccccc1[N+](=O)[O-])Nc1ccc(S(=O)(=O)Nc2ncccn2)cc1 | 7.1 | -3.8 | 0.1 | -0.1
COc1cc(CN(C2=NS(=O)(=O)c3ccccc32)c2ccc(Cl)cc2)ccc1O | -18.7 | -3.5 | -0.5 | -0.1
CCCCOc1ccc(C(=O)NCCOc2ccccc2Cl)cc1 | -1.5 | -58.1 | -0.5 | 0.0
COC(=O)c1ccc(NC(=O)C2CC2)cc1 | 4.7 | -1.4 | 6.3* | 0.0
Cc1cccc2c(NNC(=O)c3cccnc3)c3ccccc3nc12 | 8.4 | -2.9 | 0.2 | 0.0
COc1cccc(NC(=O)CNS(=O)(=O)c2cc(Cl)ccc2Cl)c1 | -12.5 | -6.3 | 0.2 | -0.1
COc1ccc(/C(O)=C2\C(=O)C(=O)N(c3nnc(C)s3)C2c2ccc(OC)c(OC)c2)cc1 (centres undefined) | -9.8 | -14.0 | 0.6 | -0.1
COC(=O)C1=CN(CC2CCCO2)C=C(C(=O)OC)C1c1cccc(OC)c1 (centres undefined) | -6.9 | -2.8 | 0.3 | 0.2
COc1cc(Sc2ccccc2C(=O)O)nc(OC)n1 | 0.3 | 2.2 | 1.2 | 0.0
COc1ccc(-n2cc(-c3ccccc3)c3c(Nc4cccc(F)c4)ncnc32)cc1 | 18.1 | 0.8 | 1.2 | 0.1
CCOc1ccc(-n2c(SCC(=O)N3CCCC3)nc3c(c2=O)SCC3)cc1 | -10.6 | -2.4 | -0.8 | -0.1
